HEK293 cAMP cs = raises cAMP in parental HEK293 cells, TSHR agonist counter-screen. AID 938. hit rate 2.5% among 73,000. Potency, µM (titrated, usually from 57.1 µM), for inactives: at the highest dose activation, hits mostly activators. parental HEK293 CNG cAMP sensor, membrane potential fluorescence; also: potency is read from the fitted curve at half-maximal effect; % of control where 0% means no effect; nearly all actives have a fitted effect of over 55% in size
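Parental HEK 293 cells stably expressing a modified CNG channel (no TSHR) report cAMP rise as membrane depolarization. Membrane potential dye with 100 uM RO 20-1724 was loaded for 60 min at room temperature, then compound added for 30 min; fluorescence read at 590 nm.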
USP2a inh = USP2a (human) protease inhibition. O75604. USP2a enzymatic assay, qHTS inhibition. Potency, µM (highest dose often 38.3 µM), inactives show top-dose activity change, negative = inhibition, usual class: inhibitors. hit rate 0.1% among 60,000. AID 927;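 also: potency is read from the fitted curve at half-maximal effect; nearly all actives have a fitted effect of over 60% in size; plate controls were DMSO for no effect and NEM full inhibition control for full effect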
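20 nM USP2 core + cpd, 30 min RT; add 20 nM Ub-PLA2/20 uM NBD C6-HPC; read Ex460/Em535 at 0 h and 2.5 h. Normalized to NEM; qHTS curve fit/classification.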
Casp1 inh = blocks human caspase-1 allosterically or competitively; hit rate 0.03% among 75,000; P29466; AID 900; Caspase-1 enzyme, Ac-WEHD-AFC fluorogenic rate; Potency, µM (top dose mostly 57.5 µM), inactives show at the top dose activity change, negative = inhibition, actives largely listed as inhibitors;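 also: potency is read from the fitted curve at half-maximal effect; plate controls were vehicle for no effect and no substrate for full effect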
Rhodamine fluor = rhodamine region autofluorescence; Rhodamine-region fluorescence, 547/598 nm, Tris buffer; stronger effect = higher value; AID 594; max dye-equivalent concentration, M; hit rate 0.05% among 59,000; in the data active = max dye-equivalent concentration above about 11 nM; inconclusive = between about 1.1 nM and that limit
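Intrinsic compound fluorescence, ex 547 / em 598 nm, CCD imager. Tris 100 mM pH 8.0; 15 min RT. Output = rhodamine dye-equivalent concentration at each compound concentration.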
HADH2 inh = blocks human hydroxyacyl-CoA dehydrogenase type II. Q99714. recombinant HADH2, NADH fluorescence, beta-hydroxybutyryl-CoA. Potency, µM (highest dose often 57.1 µM), for the others: at the top dose activity change, negative = inhibition, actives largely listed as inhibitors. hit rate 3.4% among 73,000; also: potency is read from the fitted curve at half-maximal effect; % is scaled to controls: 0 for no effect and ±100 for the full control effect; nearly all actives have a fitted effect of over 60% in size; many of its hits are not listed in these tables
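E. coli-expressed His-tagged HADH2 tested at 20 nM in alkaline Tris buffer (pH 9.0); oxidation of 90 uM beta-hydroxybutyryl-CoA with 1 mM NAD+ tracked fluorimetrically for 4 min.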
Casp7 inh = allosteric or competitive inhibitors of human caspase-7; AID 889; Potency, µM (series often up to 57.5 µM), for inactives: top-dose activity change, negative = inhibition, actives largely listed as inhibitors; hit rate 0.02% among 75,000; recombinant caspase-7, Ac-DEVD-AFC fluorescence rate; P55210; active = well fitted inhibition curve with a large enough effect in the main read-out, with a control signal flat, not every such curve was filed as active; inconclusive = small, poorly fitted or top-dose-only effect, or a change in a side signal; also: potency is read from the fitted curve at half-maximal effect; % of control where 0% means no effect
BRCT PPI green = BRCA1 BRCT-phosphoprotein interaction inhibition. P38398. AID 875. Potency, µM (doses to about 76.9 µM), inactives show top-dose activity change, negative = inhibition, actives largely listed as inhibitors. BRCA1 BRCT-phosphopeptide binding, green fluorescence polarization. hit rate 0.05% among 75,000;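 also: potency is read from the fitted curve at half-maximal effect; plate controls were peptide without protein for full effect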
Target sequence (P38398 whole entry, looked up): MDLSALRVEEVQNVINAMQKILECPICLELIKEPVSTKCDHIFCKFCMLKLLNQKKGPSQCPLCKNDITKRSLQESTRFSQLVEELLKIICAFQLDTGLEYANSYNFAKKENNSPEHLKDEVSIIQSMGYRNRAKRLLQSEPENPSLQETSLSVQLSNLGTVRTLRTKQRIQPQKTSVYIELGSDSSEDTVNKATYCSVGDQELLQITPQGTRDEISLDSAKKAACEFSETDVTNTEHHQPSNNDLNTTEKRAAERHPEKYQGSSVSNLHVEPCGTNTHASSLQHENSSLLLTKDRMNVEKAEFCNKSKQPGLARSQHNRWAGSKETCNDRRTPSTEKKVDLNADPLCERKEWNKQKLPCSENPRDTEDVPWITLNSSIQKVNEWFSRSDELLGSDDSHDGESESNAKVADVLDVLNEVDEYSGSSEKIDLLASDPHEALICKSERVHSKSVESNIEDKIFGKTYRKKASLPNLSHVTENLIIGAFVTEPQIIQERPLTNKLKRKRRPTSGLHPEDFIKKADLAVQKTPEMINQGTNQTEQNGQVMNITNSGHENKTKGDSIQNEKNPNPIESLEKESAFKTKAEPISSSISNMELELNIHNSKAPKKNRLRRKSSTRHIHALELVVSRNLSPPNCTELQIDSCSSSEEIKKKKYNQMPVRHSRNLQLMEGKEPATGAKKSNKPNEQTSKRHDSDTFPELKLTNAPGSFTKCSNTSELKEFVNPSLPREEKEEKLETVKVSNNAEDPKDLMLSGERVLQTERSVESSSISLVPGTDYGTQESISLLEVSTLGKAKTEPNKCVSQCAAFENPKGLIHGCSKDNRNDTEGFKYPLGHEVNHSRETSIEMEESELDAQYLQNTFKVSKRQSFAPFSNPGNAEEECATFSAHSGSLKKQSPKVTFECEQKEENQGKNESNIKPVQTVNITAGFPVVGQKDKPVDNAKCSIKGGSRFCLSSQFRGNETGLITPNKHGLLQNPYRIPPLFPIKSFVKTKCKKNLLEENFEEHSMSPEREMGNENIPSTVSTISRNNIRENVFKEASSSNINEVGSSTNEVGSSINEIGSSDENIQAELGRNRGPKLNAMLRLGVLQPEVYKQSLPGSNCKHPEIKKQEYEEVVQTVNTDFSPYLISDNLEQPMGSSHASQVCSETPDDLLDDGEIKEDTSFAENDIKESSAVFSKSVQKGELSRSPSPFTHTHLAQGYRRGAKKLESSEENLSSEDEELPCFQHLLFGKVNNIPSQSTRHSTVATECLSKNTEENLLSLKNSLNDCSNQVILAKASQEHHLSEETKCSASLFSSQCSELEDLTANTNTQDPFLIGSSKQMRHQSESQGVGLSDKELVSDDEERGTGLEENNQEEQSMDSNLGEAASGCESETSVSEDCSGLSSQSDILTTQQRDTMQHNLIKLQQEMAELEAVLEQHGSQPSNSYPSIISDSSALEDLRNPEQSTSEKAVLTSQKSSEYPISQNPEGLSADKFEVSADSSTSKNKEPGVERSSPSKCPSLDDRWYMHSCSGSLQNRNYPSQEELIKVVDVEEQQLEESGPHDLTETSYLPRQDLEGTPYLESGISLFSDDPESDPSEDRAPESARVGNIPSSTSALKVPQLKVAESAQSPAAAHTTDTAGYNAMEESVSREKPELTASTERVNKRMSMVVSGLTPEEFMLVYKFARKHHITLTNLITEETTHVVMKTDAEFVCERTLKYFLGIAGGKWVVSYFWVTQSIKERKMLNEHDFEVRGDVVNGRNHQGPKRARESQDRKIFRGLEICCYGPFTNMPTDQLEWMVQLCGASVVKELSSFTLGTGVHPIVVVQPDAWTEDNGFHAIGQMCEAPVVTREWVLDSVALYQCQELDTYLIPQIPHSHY
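Compounds were incubated for 12 min at room temperature with a complex of 100 nM fluorescein-tagged pBACH1 decapeptide and 250 nM His-tagged BRCT protein. Buffer was phosphate pH 7.3 with EDTA, DTT and Tween 20. Disruption of binding lowers the polarization signal.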
Pol III holo inh = inhibitors of bacterial DNA polymerase III holoenzyme | reconstituted DNA polymerase III holoenzyme replication, biochemical | Potency, µM (series often up to 57.1 µM), for the others: at the highest dose activity change, negative = inhibition | hit rate 0.25% among 71,000 | AID 603; also: potency is read from the fitted curve at half-maximal effect; % is scaled to controls: 0 for no effect and ±100 for the full control effect
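Reconstituted *E. coli* holoenzyme (0.35 nM Pol III, 1 nM beta, 154 nM SSB, 2 nM primase) was preincubated with compound for 15 min at RT. Synthesis on 1.4 nM ssM13Gori ran 35 min, then was stopped with PicoGreen/EDTA and read as dsDNA fluorescence.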
Tau fil binding = binds recombinant human tau filaments; P10636; recombinant tau filaments, thioflavin S fluorescence, 15 h; filaments grown with octadecylsulfate alongside compound; Potency, µM (series often up to 57.1 µM), for inactives: at the highest dose activity change, negative = inhibition; hit rate 2% among 71,000;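 also: potency is read from the fitted curve at half-maximal effect; % is scaled to controls: 0 for no effect and ±100 for the full control effect; actives lower thioflavin S fluorescence by blocking filaments or displacing dye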
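Recombinant tau protein (human, 1 uM final) plus 30 uM ODS in HEPES pH 7.4 with NaCl, DTT and thioflavine S. Compound present from the start; fluorescence at 510 nm after 15 h, 37 C.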
ALOX15 inhib = inhibitors of human 15-lipoxygenase (ALOX15); purified 15hLO-1, xylenol orange hydroperoxide absorbance; Potency, µM (highest dose often 57.1 µM), for inactives: top-dose activity change, negative = inhibition, usual class: inhibitors; hit rate 1.4% among 74,000; also: potency is read from the fitted curve at half-maximal effect; % is scaled to controls: 0 for no effect and ±100 for the full control effect; nearly all actives have a fitted effect of over 55% in size
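Readout: Fe(III)-xylenol orange absorbance, 573-to-405 nm ratio as reaction progress. Enzyme 40 nM purified human 15hLO-1, substrate 50 uM arachidonic acid, 6 min RT after 15 min compound preincubation; Hepes pH 7.5 buffer with Triton X-100.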
BRCT PPI red = inhibitors of human BRCA1 BRCT-phosphoprotein interaction (red fluorophore). BRCT-phosphopeptide binding, red fluorescence polarization. AID 892. hit rate 0.03% among 75,000. Potency, µM (highest dose often 76.9 µM), without a hit: at the highest dose activity change, negative = inhibition, actives largely listed as inhibitors; also: % is scaled to controls: 0 for no effect and ±100 for the full control effect
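Fluorescence polarization: 100 nM His-tagged BRCA1 BRCT with 100 nM TAMRA-labelled phospho-BACH1 decapeptide, phosphate buffer pH 7.3 with 150 mM NaCl, DTT, 0.01% Tween 20; 12 min RT. Binding inhibition seen as FP decrease.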
* marks the source's active call; other numbers are inactive results; i = inactive; ? = inconclusive; . = not tested or not shown; & = joins results of further samples; [ ] = another dose, or the depositor's remark. Unless noted, calls follow the shape of the dose curve; as a rule, active = well fitted curve in the direction sought with a large enough effect; inconclusive = small, poorly fitted or top-dose-only effect, or another doubt; inactive = no such curve, though single readings can be large; an effect the other way counts as inactive or inconclusive.

SMILES	HEK293 cAMP cs	USP2a inh	Casp1 inh	Rhodamine fluor	HADH2 inh	Casp7 inh	BRCT PPI green	Pol III holo inh	Tau fil binding	ALOX15 inhib	BRCT PPI red
Cc1ccc(C(C#N)N2CCOCC2)cc1 (stereo not drawn)	5%	-4%	1%	i	1%	-7%	-0.1%	2%	5%	9%	1.6%
CCC=O	12%	.	-1%	.	-3%	0%	-1.5%	-2%	24%	0%	0.0%
O=[n+]1cc(-c2ccccc2)n([O-])c2c1CCC2	-3%	-10%	-1%	i	7%	1%	-0.9%	0%	5%	9%	0.1%
O=C(O)c1ccc(OCc2ccccc2)c(Cl)c1	21%[11.4 µM]	.	0%[11.5 µM]	i	10%[11.4 µM]	2%[11.5 µM]	-1.5%[15.4 µM]	-3%[11.4 µM]	0%[11.4 µM]	7%[11.4 µM]	2.0%[15.4 µM]
CCNc1ncc2nc(C)c(=O)n(Cc3cccc(OC)c3)c2n1	25%	11%	-14%	i	?	-15%	2.5%	9%	0%	8%	-1.1%
CC(C)Oc1ccc(C(=O)NCc2cccnc2)cc1	6%	0%	0%	.	8%	2%	-1.6%	-6%	-2%	-3%	2.3%
COc1cc(OC)cc(-n2c3nc4ccccc4nc3c3c(=O)n(CC4CCCO4)cnc32)c1 (stereo not drawn)	6%	7%	-9%	i	15%	-8%	-0.9%	-5%	1%	-13%	1.0%
Cc1cc(NC(=O)Nc2ccc3c(ccn3C)c2)sn1	-12%	3%	3%	i	-7%&-11%	3%	-1.0%	-8%&-2%	16%&1%	-7%[25.6 µM]	-2.1%
Cc1ccccc1-n1nc(C)c2cc(C(=O)N3CCN(S(=O)(=O)c4ccc(F)cc4)CC3)sc21	10%	-4%	-2%	i	-1%	-2%	1.2%	-1%	-9%	6%	-0.9%
CCn1c(Cc2ccccc2)nnc1SCC(=O)Nc1cc(C)on1	-2%	3%	2%	i	5%	-2%	-9.3%	2%	-4%	11%	-0.8%
CCC(=O)N1CCc2cc(S(=O)(=O)N3CCc4ccccc4C3)ccc21	5%	7%	1%	i	9%	1%	2.0%	0%	6%	1%	-1.5%
Nc1nc(-c2cccnc2)nn1S(=O)(=O)c1ccccc1	13%	-4%	0%	i	-6%	0%	-1.2%	-3%	-1%	7%	0.5%
Cc1cc(S(=O)(=O)NCc2ccco2)c(C)s1	18%	5%	0%	i	7%	4%	-0.6%	-4%	10%	-3%	-0.3%
CC(C)CN1CCC2(CC1)CCN(C(=O)c1cc(C(F)(F)F)cc(C(F)(F)F)c1)CC2	?	29%	-3%	i	1%	1%	-1.2%	-5%	6%	1%	0.4%
COC(=O)C1CCN(C(c2ccc(OC)c(OC)c2)c2sc3nc(C)nn3c2O)CC1 (stereo not drawn)	4%	.	-1%	.	1%	1%	1.1%	-8%	1%	-8%	-0.6%
CN(C)/N=N/c1nc[nH]c1C(N)=O	?	-9%	3%	.	-8%	-2%	-0.9%[3.08 µM]	-5%	-7%	-4%	2.3%
CCOC(=O)CSc1ccc2nnc(-c3cccs3)n2n1	?	.	-3%	.	?	-3%	4.3%	-7%	-21%	?	-1.2%
CCn1cc(C2=NC(c3ccccc3)CO2)c2ccccc21 (stereo not drawn)	19%	.	-4%	.	-7%	-7%	1.0%	-1%	11%	1%	2.6%
CN(C)c1nc(N)nc(CSc2n[nH]c(-c3ccccc3)n2)n1	-4%	-15%	2%	i	-8%	1%	2.9%	1%	11%	2%	-3.3%
COC(=O)c1ccccc1NC(=O)c1ccc(COc2ccccc2)o1	?	0%	-4%	i	?	-2%	-2.0%	-4%	44%	-4%	-0.1%
COC(=O)c1ccc(C(NC(=O)OCc2ccccc2)/C(F)=C/[C@@H](C)C(=O)NCCO)cc1 (stereo partly drawn)	10%	.	1%	.	8%	-1%	-1.0%	-4%	6%	5%	-0.1%
CCOc1cc(C2C(C(=O)c3ccc(C)cc3)=C(C(=O)OC)Nc3nnnn32)ccc1O (stereo not drawn)	-3%	-1%	-15%	i	-16%	-5%	-1.2%	-3%	-5%	-12%	-0.5%
CCC(=O)Nc1ccc(-c2nc(-c3ccccc3)n(CC(=O)N3CCCCC3)n2)cc1	-13%	-10%	0%	i	7%	0%	-4.4%	-1%	101%	-20%	-0.7%
Nn1c(COc2cccc(Br)c2)nnc1SCC(=O)N1CCc2ccccc2C1	8%	35%[activator]	-3%	i	-10%	-4%	1.7%	-5%	-3%	-19%	-0.5%
CC(=O)c1cccc(NC(=O)COc2ccccc2)c1	3%	8%	0%	i	-1%	-1%	-1.3%	-1%	4%	5%	0.8%
Cc1nc(SCC(=O)NCc2ccc3c(c2)OCO3)c(C#N)c2c1CCCC2	9%	-2%	0%	i	-7%	2%	-2.5%	-5%	17%	-1%	0.9%
CCCc1noc2c1C(c1ccoc1)C(C#N)=C(N)N2 (stereo not drawn)	15%[2.29 µM]	-11%	-2%	i	-17%	3%	1.0%	1%	-17%	-11%	-2.5%
CCC(C)c1ccc(O)c(NC(=O)c2cccnc2)c1 (stereo not drawn)	-16%	3%	2%	i	7%	2%	1.3%	-4%	-2%	2%	-1.7%
Cc1ccc(C(C)n2cc(C(=O)NCc3ccncc3)nn2)cc1 (stereo not drawn)	14%	.	1%	i	8%	1%	-1.6%	-4%	3%	7%	-2.3%
CCOc1ccc2[nH]c(=O)c(CN(Cc3ccco3)C(CC)c3nnnn3Cc3ccccc3)cc2c1 (stereo not drawn)	7%	11%	-13%	i	1%	-13%	1.7%	-1%	43%	-19%	-0.9%
CCN1C(=O)C=CC1=O	2%	-1%	-1%	i	7%	4%	1.7%	-2%	-5%	3%	1.1%
O=C(OC(C(=O)NC1CCCC1)c1ccccc1F)c1ccco1 (stereo not drawn)	13%	2%	3%	i	10%	-1%	-3.5%	0%	6%	-4%	-0.4%
CN1CCN(c2ccccc2NC(=O)c2ccc(Br)o2)CC1	13%	8%	0%	i	6%	2%	2.0%	-4%	6%	-5%	-1.2%
NS(=O)(=O)c1ccc(C(=O)O)cc1	23%[11.4 µM]	.	-1%[11.5 µM]	i	4%[11.4 µM]	0%[11.5 µM]	-0.5%[15.4 µM]	-6%[11.4 µM]	-4%[11.4 µM]	4%[11.4 µM]	-1.8%[15.4 µM]
Cc1cccc(NC(=O)COc2ccc(Br)cc2C)n1	?	-5%	-3%	.	-9%	-2%	-0.7%	2%	211%	?	-0.4%
CNc1nc(NC)nc(-n2c(C(F)(F)F)nc3ccccc32)n1	11%	-1%	0%	i	1%	1%	-2.7%	-3%	1%	-3%	-0.5%
COc1ccccc1C(=O)Nc1ccc(S(=O)(=O)N2CCCC2)cc1	-3%	1%	0%	i	13%	1%	-0.7%	-2%	3%	-1%	1.4%
O=C1CSC(=S)N1Cc1cccnc1	7%	29%	-11%	.	?	-5%	6.9%	-4%	-26%	?	8.4%

Record cards, as listed above.
Shown for COc1cc(OC)cc(-n2c3nc4ccccc4nc3c3c(=O)n(CC4CCCO4)cnc32)c1 (stereo not drawn) = HEK293 cAMP cs: 6%; USP2a inh: 7%; Casp1 inh: -9%; Rhodamine fluor: i; HADH2 inh: 15%; Casp7 inh: -8%; BRCT PPI green: -0.9%; Pol III holo inh: -5%; Tau fil binding: 1%; ALOX15 inhib: -13%; BRCT PPI red: 1.0%
Shown for CCC=O = HEK293 cAMP cs: 12%; USP2a inh: .; Casp1 inh: -1%; Rhodamine fluor: .; HADH2 inh: -3%; Casp7 inh: 0%; BRCT PPI green: -1.5%; Pol III holo inh: -2%; Tau fil binding: 24%; ALOX15 inhib: 0%; BRCT PPI red: 0.0%
Shown for CCn1c(Cc2ccccc2)nnc1SCC(=O)Nc1cc(C)on1 = HEK293 cAMP cs: -2%; USP2a inh: 3%; Casp1 inh: 2%; Rhodamine fluor: i; HADH2 inh: 5%; Casp7 inh: -2%; BRCT PPI green: -9.3%; Pol III holo inh: 2%; Tau fil binding: -4%; ALOX15 inhib: 11%; BRCT PPI red: -0.8%

High-throughput results from PubChem BioAssay.

Only part of the results is shown, so the mix of outcomes need not match the whole.
